High-throughput results deposited in PubChem by National Center for Advancing Translational Sciences (NCATS).
USP2a inh – qHTS Assay for Inhibitors of Ubiquitin-specific Protease USP2a Using CHOP2 as the Reporter. Potency, µM (titrated, usually from 38.3 µM), for the others: top-dose activity change, negative = inhibition, hits mostly inhibitors. hit rate 0.01% among 330,000. USP2 core, Ub-CHOP2 coupled fluorogenic reporter, 485/531. Ubiquitin carboxyl-terminal hydrolase 2 (Homo sapiens), O75604;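 note: potency is the fitted concentration of half-maximal effect; plate controls were DMSO wells for no effect and full inhibition by NEM control for full effect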
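Deubiquitinase activity read as fluorescence (485/531 nm) after Ub-CHOP2 cleavage activates the enterokinase reporter on its substrate; USP2 core 10nM, Ub-CHOP2 and substrate 25nM each, 30min compound preincubation then 60min RT; data normalized to NEM, curves fitted.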
ASM inhibitor – Inhibitors of Secretory Acid Sphingomyelinase (S-ASM): qHTS; Sphingomyelin phosphodiesterase (Homo sapiens), P17405; placental ASM, HMU-PC fluorogenic substrate, 60 min; Potency, µM (highest dose often 57.5 µM), for the others: at the top dose activity change, negative = inhibition, hits mostly inhibitors; hit rate 0.006% among 340,000; note: potency is the fitted concentration of half-maximal effect
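HMU-PC0 cleavage (9 uM final) by human placental ASM, 60 min at 37 °C following 10 min compound exposure at RT; stopped at pH 10, fluorescence Ex 386/Em 447 nm.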
TRPV1 ag – HTS Assay for Compounds that Act as Agonists of the Vanilloid Receptor 1; Transient receptor potential cation channel subfamily V member 1 (Homo sapiens), Q8NER1; TRPV1-expressing cells, Fluo-8 calcium influx, agonist mode; activation, % at 8.33 µM; hit rate 0.19% among 320,000; in the data active = activation above about 80%; inconclusive = between about 30% and that limit; note: 0% is about no effect
Target sequence (Q8NER1 whole entry, looked up): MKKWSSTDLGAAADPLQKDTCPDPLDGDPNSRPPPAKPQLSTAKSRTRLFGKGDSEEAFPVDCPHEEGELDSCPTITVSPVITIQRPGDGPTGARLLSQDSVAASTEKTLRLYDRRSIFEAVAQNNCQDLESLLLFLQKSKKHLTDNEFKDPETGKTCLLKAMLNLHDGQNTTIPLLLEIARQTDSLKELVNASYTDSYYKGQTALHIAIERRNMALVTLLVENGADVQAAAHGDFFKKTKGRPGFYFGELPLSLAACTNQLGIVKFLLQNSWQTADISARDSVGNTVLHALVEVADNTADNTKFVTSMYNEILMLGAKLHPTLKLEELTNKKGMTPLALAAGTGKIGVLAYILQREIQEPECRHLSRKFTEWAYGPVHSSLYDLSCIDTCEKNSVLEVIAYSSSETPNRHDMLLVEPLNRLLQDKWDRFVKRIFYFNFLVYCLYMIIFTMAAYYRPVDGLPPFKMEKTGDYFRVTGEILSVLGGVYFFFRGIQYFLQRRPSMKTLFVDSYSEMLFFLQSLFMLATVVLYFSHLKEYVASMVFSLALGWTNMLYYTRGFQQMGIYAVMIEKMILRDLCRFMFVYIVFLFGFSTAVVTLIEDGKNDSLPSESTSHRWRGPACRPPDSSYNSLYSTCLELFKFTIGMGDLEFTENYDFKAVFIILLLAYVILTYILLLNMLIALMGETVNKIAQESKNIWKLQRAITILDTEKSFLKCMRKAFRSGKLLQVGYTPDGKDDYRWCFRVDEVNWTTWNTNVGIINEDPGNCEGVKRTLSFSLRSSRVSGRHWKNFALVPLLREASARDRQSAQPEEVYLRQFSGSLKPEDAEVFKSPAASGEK
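Fluo-8 calcium influx in TRPV1-expressing cells, kinetic read (ex 480/em 520 nm). Compound added and read 3 min for agonist activity, followed by capsaicin at EC20 final and 2 min further read for enhancement.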
p53 reactivator – qHTS assay for re-activators of p53 using a Luc reporter; H1299 p53-A138V BP100-luciferase reporter, luminescence, 24 h; Potency, µM (top dose mostly 92.2 µM), for the others: at the highest dose activity change, positive = activation, hits mostly activators; hit rate 0.063% among 320,000; AID 504706, 2011; note: potency is the fitted concentration of half-maximal effect; % of control where 0% means no effect; nearly all actives have a fitted effect of over 45% in size
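p53-null H1299 cells stably carrying temperature-sensitive p53-A138V and a BP100-luciferase reporter were pinned with compounds (4-point, 1:5 series) and held 24 hrs at 37 deg C. Luminescence was read 10 min after detection reagent.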
a7 integrin act – qHTS for Activators of Integrin-Mediated Alleviation for Muscular Dystrophy | hit rate 0.064% among 350,000 | alpha7betagal myoblasts, beta-gal FDG fluorescence, 48 h | Potency, µM (doses to about 38.3 µM), inactives show top-dose activation, most hits filed as activators;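 note: potency is the fitted concentration of half-maximal effect; 100% = response of the positive control SU9516; nearly all actives have a fitted effect of over 60% in size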
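alpha7betagal+/- myoblasts (passage 13, 250/well) treated 48 h at 37C with compounds at 1:260 dilution of DMSO stock. Lysed, then beta-galactosidase activity read as FDG fluorescence (ex 480/em 540) after 30 min, with pre-read for autofluorescence.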
B2AR arrestin – qHTS assay of beta-arrestin-biased ligands of beta2-adrenergic receptor. AID 492947, 2010. Potency, µM (doses to about 46.1 µM), without a hit: at the highest dose activation, most hits filed as activators. beta-arrestin recruitment to beta2AR, cell-based reporter. hit rate 0.02% among 330,000;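 note: potency is the fitted concentration of half-maximal effect; 0% = DMSO controls and full agonism = EC100 isoproterenol or metaproterenol; nearly all actives have a fitted effect of over 65% in size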
BRCA1 expr act – qHTS Assay to Identify Small Molecule Activators of BRCA1 Expression | MCF7-BRCA1-FFLuc reporter, luminescence, 48 h; response scale: scaled: vehicle 0%, 10 µM genistein 100% | Potency, µM (series often up to 46.1 µM), for inactives: at the top dose activation, actives largely listed as activators | hit rate 1.1% among 380,000 | AID 624202, 2012; note: potency is the fitted concentration of half-maximal effect; nearly all actives have a fitted effect of over 80% in size; some results filed as inactive show a strong effect at the top dose
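Cells: MCF7-BRCA1-FFLuc, 2000/well. Exposure: 48 h, 37 °C, 5% CO2. Read: luminescence, 15 min post-substrate. Controls: genistein 10 microM (maximal activation), DMSO (neutral).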
ELG1 genotoxic – qHTS screen for small molecules that induce genotoxicity in human embryonic kidney (HEK293T) cells expressing luciferase-tagged ELG1; HEK293T ELG1-luciferase reporter, luminescence, 16 h; Potency, µM (doses to about 46 µM), for inactives: top-dose activity change, positive = activation, most hits filed as activators; hit rate 1.3% among 330,000; AID 504466, 2011; note: potency is the fitted concentration of half-maximal effect; % of control where 0% means no effect; nearly all actives have a fitted effect of over 60% in size
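Cells (2,000/well) expressing the ELG1-luciferase fusion are dosed by pin tool and kept 16 hr at 37 °C, 5% CO2. Signal comes from ONE-Glo luciferase reagent after 30 min at room temperature.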
uPA surface inh – qHTS for Inhibitors of Cell Surface uPA Generation | AID 540303, 2011 | cell surface uPA generation assay, qHTS | Potency, µM (titrated, usually from 38.3 µM), for the others: at the highest dose activity change, negative = inhibition, hits mostly inhibitors | hit rate 0.31% among 330,000; active = well fitted inhibition curve with a large enough effect; inconclusive = small, poorly fitted or top-dose-only effect; inactive = no such curve, though single readings can be large or run the other way; tested in mouse RAW 264.7 cells; note: potency is the fitted concentration of half-maximal effect; % is set by controls: 0 for no effect and ±100 for the full control effect; nearly all actives have a fitted effect of over 55% in size
PTAP TSG101 blk – qHTS Assay for Iinhibitors of HIV-1 Budding by Blocking the Interaction of PTAP/TSG101; Fluorescence polarization, FITC-PTAP peptide / Tsg101 binding; AID 493005, 2010; Tumor susceptibility gene 101 protein (Homo sapiens), Q99816; Potency, µM (highest dose often 115 µM), for the others: top-dose activity change, negative = inhibition, hits mostly inhibitors; 340,000 tested, under 10 active; active = well fitted inhibition curve with a large enough effect in the main read-out, with a control signal flat, not every such curve was filed as active; inconclusive = small, poorly fitted or top-dose-only effect, or effect the other way, or a change in a side signal; inactive = no such curve, though single readings can be large or run the other way; note: potency is the fitted concentration of half-maximal effect; % of control where 0% means no effect
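Fluorescence anisotropy tracks displacement of a FITC-tagged PTAP peptide (50 nM) from the Tsg101 binding domain (10 uM), following a 20 min room-temperature incubation at pH 7.5.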
Eya2 inh – qHTS Assay for Inhibitors of the Phosphatase Activity of Eya2; Protein phosphatase EYA2 (Homo sapiens), O00167; recombinant Eya2, OMFP fluorescence dephosphorylation (OMFP is methylfluorescein phosphate); Potency, µM (highest dose often 76.9 µM), without a hit: top-dose activity, negative = inhibition, usual class: inhibitors; hit rate 0.006% among 330,000; note: potency is the fitted concentration of half-maximal effect; % is set by controls: 0 for no effect and ±100 for the full control effect
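Eya2 (0.2 uM) preincubated 10 min at ambient with compound, then OMFP substrate added at 50 uM; 10 min reaction in 50 mM HEPES pH 7.5, 50 mM NaCl, 5 uM MgCl2, 0.05% BSA, 1 mM DTT. Fluorescence read at Ex 485/Em 525 nm.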
Numbers without * were called inactive; ? = inconclusive; . = no result given; [ ] = remark or other dose. Unless noted, calls come from the whole dose curve; as a rule, active = well fitted curve in the direction sought with a large enough effect; inconclusive = small, poorly fitted or top-dose-only effect, or another doubt; inactive = no such curve, though single readings can be large; an effect the other way counts as inactive or inconclusive.

The line under a structure holds: USP2a inh	ASM inhibitor	TRPV1 ag	p53 reactivator	a7 integrin act	B2AR arrestin	BRCA1 expr act	ELG1 genotoxic	uPA surface inh	PTAP TSG101 blk	Eya2 inh
[1] CCOc1cccc(C2C(C(=O)c3ccc(C)o3)=C(O)C(=O)N2Cc2ccncc2)c1 (stereo not given)
 : -2.5%	2.0%	1.2	-3.2%	-4.2%	-0.1%	-10.0%	-0.6%	-2.9%	-5.9%	-0.5%
[2] CCC(c1nnnn1C1CCCCC1)N(Cc1ccco1)Cc1cc2ccc(OC)cc2[nH]c1=O (stereo not given)
 : -0.1%	-24.6%	1.0	-2.2%	23.3%	2.2%	-91.5%[inhibitor]	-12.6%	-3.2%	-4.4%	10.1%
[3] COCc1ccccc1C1=CC(=O)C[C@H](c2ccc(OC)cc2)C1
 : -1.2%	0.4%	14.2	-9.4%	-5.2%	0.1%	-14.8%	-1.3%	-1.1%	-2.7%	4.7%
[4] Cc1ccc(S(=O)(=O)N2CCN(C(=O)COC(=O)CCOc3ccc(C(C)(C)C)cc3)CC2)cc1
 : -1.5%	0.8%	0.9	12.6%	-18.2%	0.2%	6.3%	-1.7%	-4.3%	-2.4%	-29.3%
[5] Cc1cc(N2C(=O)c3ccc(C(=O)Nc4ccccc4O)cc3C2=O)no1
 : -2.1%	-1.5%	2.8	8.6%	-9.0%	-0.4%	-2.7%	-0.3%	-3.7%	-4.5%	-3.9%
[6] CC(C)(C)c1ccc(/C=C2\CCn3c2nc2cc(C(=O)O)ccc2c3=O)cc1
 : 0.4%	5.2%	-3.3	-2.2%	0.8%	-0.9%	-8.0%	4.0%	5.0%	-3.8%	11.1%
[7] O=C(/C=N/O)NCC1CCNCC1
 : 1.2%	1.4%	-2.7	6.3%	0.9%	-0.6%	-10.8%	1.0%	3.3%	-0.9%	6.5%
[8] CCOc1ccc(N2C(=O)Nc3ccc(Br)cc3C2(O)C(=O)NCCCN(C)C)cc1 (stereo not given)
 : 2.0%	-0.6%	0.3	-2.5%	32.2%	-0.4%	-8.4%	0.3%	-1.7%	-0.1%	-4.7%
[9] O=c1c2ccccc2nnn1CSc1nnc(-c2cccnc2)n1-c1ccccc1F
 : 2.9%	5.0%	-2.7	-6.0%	2.7%	-0.6%	4.4%	1.8%	0.0%	-5.0%	-7.5%
[10] CCCCn1c(SCC(=O)N2CCC(C)CC2)nc2ccsc2c1=O
 : -3.7%	0.1%	-0.8	3.4%	-32.5%	3.6%	-31.9%	-9.7%	.	-3.6%	-18.2%
[11] CCCCn1c(=O)c(CCC(=O)OCC(=O)Nc2cccc3ccccc23)nc2ccccc21
 : -2.6%	-0.8%	3.6	5.2%	-15.8%	-0.9%	-5.5%	-2.7%	-11.6%	1.0%	-3.0%
[12] Cc1ccccc1OCC1CN(CN2CCOCC2)C(=O)O1 (stereo not given)
 : 1.5%	0.5%	-1.8	1.1%	-20.5%	-2.7%	-16.9%	-4.9%	-1.8%	-3.5%	9.7%
[13] O=C(COC(=O)c1ccccc1C(=O)N1CCN(c2ccccc2)CC1)NCc1ccccc1
 : 6.6%	1.0%	1.1	-1.5%	-21.7%	0.0%	-19.4%	-12.2%	-1.5%	-3.2%	4.7%
[14] O=C(NCc1nnc(SCC(=O)N2CCCC2)o1)c1c(F)cccc1Cl
 : 1.7%	1.7%	-1.6	4.1%	-1.9%	-0.8%	0.0%	4.2%	-0.9%	-5.9%	9.0%
[15] CCC(=O)N1N=C(c2ccc(NS(=O)(=O)CC)cc2)CC1c1ccc(C)cc1 (stereo not given)
 : 1.6%	141.4%[activator]	5.8	1.1%	-10.9%	-1.0%	28.9%	-0.1%	-3.1%	-6.9%	-2.7%
[16] CCOc1ccc(/C=N/N2C(=O)C(CC(=O)Nc3ccc(F)cc3F)SC2=NC)cc1OC (stereo not given)
 : 2.1%	-10.7%	2.8	-12.3%	0.6%	-0.4%	-17.1%	-3.4%	1.3%	0.2%	4.0%
[17] CCOc1ccc(NS(=O)(=O)c2ccc3c(c2)CCN3C(=O)C2CCC2)cc1
 : 1.5%	-12.8%	1.5	4.9%	-30.6%[inhibitor]	-0.3%	-31.4%	-1.6%	-12.9%	1.1%	-1.6%
[18] CC1(C)CC(NC(=O)COc2ccc3c4c(c(=O)oc3c2)CCCC4)CC(C)(C)N1
 : 2.0%	3.2%	-1.3	3.4%	4.2%	0.1%	3.7%	3.6%	6.1%	-0.4%	9.6%
[19] COc1ccc(NC2=NCC(=O)N2c2ccccc2)c(OC)c1
 : -0.6%	0.6%	2.7	2.8%	-7.5%	0.1%	4.8%	2.2%	7.4%	-17.6%	-5.7%
[20] CCOC(=O)c1c(C)oc2c1c(C=NCC1CCCO1)c(O)c1ccccc12 (stereo not given)
 : 4.4%	-3.9%	6.0	0.6%	-17.1%	0.1%	-16.8%	-10.7%	3.6%	-13.9%	13.7%
[21] COC(=O)CN(C)C(=O)c1ccccc1OC1CCN(S(C)(=O)=O)CC1
 : -2.9%	4.2%	4.4	-24.2%	-2.2%	0.2%	-6.2%	7.5%	3.1%	-6.4%	6.2%
[22] COc1c(Cl)cnn(-c2cccc(C)c2)c1=O
 : -3.4%	0.2%	-1.7	.	-47.4%[inhibitor]	-0.4%	2.9%	-1.3%	13.1%	-4.2%	-0.3%
[23] CC(CC(=O)Nc1cccc(S(=O)(=O)N2CCCCC2)c1)c1ccccc1 (stereo not given)
 : 3.2%	-2.7%	24.7	4.5%	-43.8%	0.2%	-24.5%	-8.6%	-20.2%	-0.6%	24.9%
[24] CN(C(=O)c1cc(-c2ccccc2)on1)C1CCCCC1
 : 0.4%	0.5%	24.1	?	6.1%	-0.9%	1.58µM*	?	0.0%	-2.8%	-3.0%
[25] CCCN(Cc1cc2ccc(C)cc2[nH]c1=O)C(=O)c1ccccn1
 : 2.8%	0.2%	3.5	-4.6%	-6.0%	0.1%	-27.1%	2.3%	-5.9%	-6.3%	9.3%
[26] O=C(OCC(=O)N1CCCCC1)c1n[nH]c(=O)c2ccccc12
 : 0.6%	-0.3%	2.5	3.9%	2.6%	0.2%	7.2%	0.9%	1.0%	-0.2%	-38.2%
[27] COCCn1cnc2c1c(=O)n(CC(=O)O)c(=O)n2Cc1ccccc1
 : 0.1%	2.9%	-1.8	-3.1%	-10.8%	-0.3%	-18.0%	1.5%	3.6%	0.0%	-3.8%
[28] N#Cc1ccc(-c2nnnn2-c2ccc3c(c2)OCO3)cc1
 : 2.3%	0.4%	2.0	6.4%	0.4%	0.2%	12.7%	-0.6%	-1.4%	-4.3%	-14.1%[15.4 µM]
[29] COc1nnc(-c2ccc(N3CCOCC3)c(NC(=O)c3ccccc3)c2)c2ccccc12
 : 1.7%	-0.3%	10.6	-1.2%	-7.5%	0.3%	-62.5%	-0.4%	2.2%	-10.1%	3.5%
[30] COc1ccc(NS(=O)(=O)c2cc(NC(=O)CNC(=O)c3cccc(OC)c3)ccc2C)cc1
 : 2.0%	-6.8%	0.4	-2.0%	-38.7%	7.0%	-63.1%	13.5%	-0.3%	2.3%	-1.1%
[31] CCOC(=O)CCn1nnc(N)n1
 : 2.3%	3.1%	-22.4	20.4%	-13.9%	-0.2%	19.4%	-0.4%	3.9%	-6.0%	-12.9%
[32] Cn1nc([N+](=O)[O-])c(C(C#N)c2ccccn2)c(Cl)c1=O (stereo not given)
 : 2.1%	-0.9%	-0.6	-12.7%	-60.8%[inhibitor]	3.0%	-74.8%	6.8%	?	0.0%	-3.8%

An unsorted share of the library; about 2.6% have a hit in one of these screens.
